Cav3 T inh: Cav3.2 calcium influx blockers – cell-based, Fluo-4 calcium fluorescence, FDSS, MLSMR library, primary screen; Voltage-dependent T-type calcium channel subunit alpha-1H (Homo sapiens), O95180; Cav3.2-expressing cells; hits give low values; B-score at 10 µM; hit rate 4% among 100,000;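 active = single-dose well whose peak fluorescence ratio is a statistical outlier from its plate by either plate-standardised score or position-corrected B-score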
Target sequence (O95180 whole entry, looked up): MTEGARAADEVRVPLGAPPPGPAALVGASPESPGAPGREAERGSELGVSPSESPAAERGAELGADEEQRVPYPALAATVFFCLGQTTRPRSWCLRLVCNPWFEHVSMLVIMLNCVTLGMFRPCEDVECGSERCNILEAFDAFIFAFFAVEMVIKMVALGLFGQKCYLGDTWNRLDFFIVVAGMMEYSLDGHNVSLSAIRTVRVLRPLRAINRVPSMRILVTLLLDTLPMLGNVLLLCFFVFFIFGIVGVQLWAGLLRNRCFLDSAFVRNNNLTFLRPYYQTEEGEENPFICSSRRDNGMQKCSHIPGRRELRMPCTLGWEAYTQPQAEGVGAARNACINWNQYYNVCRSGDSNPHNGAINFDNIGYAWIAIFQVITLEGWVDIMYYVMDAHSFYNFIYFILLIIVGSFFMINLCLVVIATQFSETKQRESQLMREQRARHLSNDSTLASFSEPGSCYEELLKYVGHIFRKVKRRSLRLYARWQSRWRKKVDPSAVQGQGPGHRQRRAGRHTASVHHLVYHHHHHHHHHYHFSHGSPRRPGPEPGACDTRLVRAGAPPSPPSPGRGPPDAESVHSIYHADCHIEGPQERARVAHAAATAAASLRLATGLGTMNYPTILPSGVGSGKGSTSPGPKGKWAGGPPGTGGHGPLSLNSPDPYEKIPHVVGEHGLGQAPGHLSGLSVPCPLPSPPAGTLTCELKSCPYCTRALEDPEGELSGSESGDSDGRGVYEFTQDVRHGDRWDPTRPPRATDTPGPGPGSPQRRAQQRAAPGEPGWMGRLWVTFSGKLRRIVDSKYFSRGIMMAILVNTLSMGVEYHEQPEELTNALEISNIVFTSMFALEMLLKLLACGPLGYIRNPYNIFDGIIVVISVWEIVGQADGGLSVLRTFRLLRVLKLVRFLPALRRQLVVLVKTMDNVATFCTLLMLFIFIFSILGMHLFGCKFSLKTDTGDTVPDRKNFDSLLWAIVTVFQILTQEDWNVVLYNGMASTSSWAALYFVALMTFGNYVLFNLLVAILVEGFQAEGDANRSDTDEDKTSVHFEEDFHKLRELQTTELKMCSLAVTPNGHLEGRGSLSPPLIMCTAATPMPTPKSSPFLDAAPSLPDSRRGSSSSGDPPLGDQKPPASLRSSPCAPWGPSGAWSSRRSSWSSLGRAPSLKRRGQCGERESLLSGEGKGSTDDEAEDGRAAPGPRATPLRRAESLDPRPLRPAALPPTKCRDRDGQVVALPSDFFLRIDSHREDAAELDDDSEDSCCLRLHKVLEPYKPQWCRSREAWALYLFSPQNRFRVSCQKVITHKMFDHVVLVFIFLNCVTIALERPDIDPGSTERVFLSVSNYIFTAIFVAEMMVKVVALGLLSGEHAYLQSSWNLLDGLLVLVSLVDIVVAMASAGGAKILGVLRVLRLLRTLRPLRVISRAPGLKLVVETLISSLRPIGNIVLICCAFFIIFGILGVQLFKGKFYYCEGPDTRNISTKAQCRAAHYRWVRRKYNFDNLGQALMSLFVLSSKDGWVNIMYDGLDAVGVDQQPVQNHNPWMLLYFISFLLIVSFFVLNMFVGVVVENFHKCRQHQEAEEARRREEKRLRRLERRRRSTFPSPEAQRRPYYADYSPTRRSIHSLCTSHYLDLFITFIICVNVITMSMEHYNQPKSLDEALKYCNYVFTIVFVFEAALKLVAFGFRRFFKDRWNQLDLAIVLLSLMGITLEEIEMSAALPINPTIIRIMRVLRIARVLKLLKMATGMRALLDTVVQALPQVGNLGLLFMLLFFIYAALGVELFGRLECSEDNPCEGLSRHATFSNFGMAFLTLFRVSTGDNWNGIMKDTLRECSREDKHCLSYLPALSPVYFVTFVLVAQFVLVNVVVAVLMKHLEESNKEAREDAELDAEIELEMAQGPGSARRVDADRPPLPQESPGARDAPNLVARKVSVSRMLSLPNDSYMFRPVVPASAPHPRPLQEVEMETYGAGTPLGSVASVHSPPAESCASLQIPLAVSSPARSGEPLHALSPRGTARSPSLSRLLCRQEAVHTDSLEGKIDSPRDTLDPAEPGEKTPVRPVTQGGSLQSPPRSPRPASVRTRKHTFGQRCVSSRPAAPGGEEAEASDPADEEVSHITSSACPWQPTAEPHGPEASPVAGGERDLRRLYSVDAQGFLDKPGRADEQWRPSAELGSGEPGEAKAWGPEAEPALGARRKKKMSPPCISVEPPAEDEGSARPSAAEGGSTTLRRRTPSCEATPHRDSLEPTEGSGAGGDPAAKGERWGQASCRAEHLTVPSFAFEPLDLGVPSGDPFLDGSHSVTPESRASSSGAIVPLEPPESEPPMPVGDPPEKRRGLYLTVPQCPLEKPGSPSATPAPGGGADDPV
* marks the source's active call; other numbers are inactive results. Only part of the results is shown. The share of hits here may be higher or lower than overall.

The opening 15 compounds, to show the layout:
SMILES | Cav3 T inh
C=CCOC(=O)CCC(=O)Nc1cc(OC)nc(OC)n1 | -0.0085
CCn1c(Cc2ccccc2)nnc1SCC(=O)Nc1nnc(-c2ccccc2)s1 | 0.36
CC1=CC(C)=Nc2ccccc2N1 | 1
OCCSc1nc2ccccc2n1CCOc1ccccc1 | -1.1
COc1cc(C2NC(=O)NC(c3ccccc3)=C2C(C)=O)ccc1OCC(=O)O (stereo not given) | -0.32
O=C(c1ccco1)N1CCN(C(=O)C2c3ccccc3Oc3ccccc32)CC1 | 0.29
CCN1C(=O)NC(c2cccnc2)C(C(=O)OC)=C1C (stereo not given) | 0.4
Cc1cc(NC(=O)CSc2nc(-c3ccc(Cl)cc3)cs2)no1 | 1.1
CCCCCCn1c(SCC(=O)OC)nc2c1c(=O)[nH]c(=O)n2C | 1.1
O=C(O)C1C2C=CC(C3CC23)C1C(=O)N1CCc2ccccc21 (stereo not given) | 0.45
CCn1cc(C(=O)OCC(=O)NCc2ccc3c(c2)OCO3)c(=O)c2ccc(C)nc21 | 0.97
COc1ccc(C(=O)SC2=NCCS2)cc1OC | -0.77
COCc1nnc(NC(=O)CCCOc2ccccc2OC)s1 | -0.11
CC1(c2nnc(-c3cccc(Cl)c3)o2)CC(c2ccc(C#N)cc2)=NO1 (stereo not given) | -0.57
Cc1ccc(NC2=C/C(=N\S(=O)(=O)c3cccs3)c3ccccc3C2=O)c(C)c1 | -2.6

The list itself, from the start:
SMILES | Cav3 T inh
C=CCOC(=O)CCC(=O)Nc1cc(OC)nc(OC)n1 | -0.0085
CCn1c(Cc2ccccc2)nnc1SCC(=O)Nc1nnc(-c2ccccc2)s1 | 0.36
CC1=CC(C)=Nc2ccccc2N1 | 1
OCCSc1nc2ccccc2n1CCOc1ccccc1 | -1.1
COc1cc(C2NC(=O)NC(c3ccccc3)=C2C(C)=O)ccc1OCC(=O)O (stereo not given) | -0.32
O=C(c1ccco1)N1CCN(C(=O)C2c3ccccc3Oc3ccccc32)CC1 | 0.29
CCN1C(=O)NC(c2cccnc2)C(C(=O)OC)=C1C (stereo not given) | 0.4
Cc1cc(NC(=O)CSc2nc(-c3ccc(Cl)cc3)cs2)no1 | 1.1
CCCCCCn1c(SCC(=O)OC)nc2c1c(=O)[nH]c(=O)n2C | 1.1
O=C(O)C1C2C=CC(C3CC23)C1C(=O)N1CCc2ccccc21 (stereo not given) | 0.45
CCn1cc(C(=O)OCC(=O)NCc2ccc3c(c2)OCO3)c(=O)c2ccc(C)nc21 | 0.97
COc1ccc(C(=O)SC2=NCCS2)cc1OC | -0.77
COCc1nnc(NC(=O)CCCOc2ccccc2OC)s1 | -0.11
CC1(c2nnc(-c3cccc(Cl)c3)o2)CC(c2ccc(C#N)cc2)=NO1 (stereo not given) | -0.57
Cc1ccc(NC2=C/C(=N\S(=O)(=O)c3cccs3)c3ccccc3C2=O)c(C)c1 | -2.6
Cc1cc(Nc2ccc3c(c2)OCCO3)n2ncnc2n1 | -0.45
O=C(Nc1nc(-c2ccccc2)cs1)C1CCCO1 (stereo not given) | 0.15
Cn1c(SCC(=O)NCc2cccs2)nnc1-c1ccco1 | -0.012
CCOC(=O)c1ccc(CNS(=O)(=O)c2c(C)ccc3nsnc23)o1 | -0.045
CCN1CCN(C(=O)c2ccc3c(c2)N(Cc2ccc(F)cc2)C(=O)c2ccccc2S3=O)CC1 (stereo not given) | -7.2*

2 entries from above, as a markdown table.
| SMILES | Cav3 T inh |
| --- | --- |
| CCN1C(=O)NC(c2cccnc2)C(C(=O)OC)=C1C (stereo not given) | 0.4 |
| Cc1cc(NC(=O)CSc2nc(-c3ccc(Cl)cc3)cs2)no1 | 1.1 |

The list goes on.
SMILES | Cav3 T inh
Cc1ccc(C(=O)CCNc2cccc(Br)c2)o1 | -2
O=C(c1ccccc1)N1CCCCC(S(=O)(=O)c2ccc3ccccc3c2)C1=O (stereo not given) | -1.7
Cc1oc2c(CN(C)C)c(O)ccc2c(=O)c1-c1cscn1 | 0.8
COc1ccc(C)cc1NC(=O)C1C2C=CC(C2)C1C(=O)O (stereo not given) | 0.63
COc1ccc(CN(CCN2CCOCC2)C(=O)c2c(F)cccc2F)cc1OC | 0.54
Cc1ccccc1NC(=O)COc1nsnc1N1CCOCC1 | 1.3
O=C(NCc1ccccc1)C1=C[C@@H](C2CCCCC2)C[C@@H](OCc2ccc(CO)cc2)O1 | -1.8
Cc1ccc(-c2nc3ncccc3o2)cc1NC(=O)c1cc2ccccc2o1 | -1.2
COc1cccc(Nc2nc(-c3sc(N)nc3C)cs2)c1 | 1
Cc1nnc(SCCn2c(N3CCCCCC3)nc3c2c(=O)[nH]c(=O)n3C)s1 | 1.1
CCN(c1ccccc1)S(=O)(=O)c1ccc(NC(=O)C(C)(C)C)cc1 | -0.78
CC(C)(C)C(=O)c1cn(CC(=O)NCc2ccc3c(c2)OCO3)c2ccccc12 | -4
CCOC(=O)c1sc2nc[nH]c(=O)c2c1C | 0.6
COc1ccccc1Nc1ncc(C(C)=O)c(C)n1 | 0.25
COc1cc(C(Nc2ccc3c(c2)OCO3)C(=O)NC2CCCCC2)cc(OC)c1OC (stereo not given) | -3.6
Cc1cc(C)c2c(N)c(C(=O)NN3CC(=O)N(c4ccccc4F)CC3=O)sc2n1 | 0.71
CC(C)n1c(SCc2cc(=O)[nH]c3ccccc23)nc2c1c(=O)n(C)c(=O)n2C | 2.2
COC(=O)C1C(=O)NC(SC)=C(C#N)C1c1ccccc1F (stereo not given) | -0.01
Cc1ccccc1N1CCN(Cc2c(C#N)c3ccccc3n2C)CC1 | -0.53
C=CCOC(=O)C1=C(C)OC(N)=C(C#N)C1c1c(C)nn(-c2ccccc2)c1Cl (stereo not given) | -9.2*
CCOC(=O)C(NC(=O)c1ccccc1)(Nc1cc(C)on1)C(F)(F)F (stereo not given) | 0.96
CCC(=O)N1CCC2(CC1)Oc1ccc(F)cc1C(=O)C21CC(c2ccccc2)=NO1 (stereo not given) | -0.19
O=C(c1ccc(CS(=O)(=O)Cc2ccc(Cl)cc2)o1)N1CCCC1 | -0.85
CCCn1c(SCC(=O)c2cc(C)c(C)cc2C)n[nH]c1=O | -0.55
CN1CCN(C/C(=C2/N=C(c3ccccc3)OC2=O)N(C)C)CC1 | 0.16
COCC(O)CSc1c([N+](=O)[O-])nc(C)n1Cc1ccc(OC)c([N+](=O)[O-])c1 (stereo not given) | 1.2
CCN1CCCC1CNC(=O)c1cn(C)c2ccc(S(=O)(=O)N3CCCCCC3)cc2c1=O (stereo not given) | 0.93
CSC1=NCCN1C(=O)c1ccco1 | 0.74
Cc1ccc(N(C(=O)c2csnn2)C(C(=O)NC(C)(C)C)c2cccs2)cc1 (stereo not given) | -0.83
Cc1ccc(NC(=O)Nc2ccc(C(=O)N3CCOCC3)cc2)cc1 | 0.31
Cc1cc(N2C(=O)CC(N3CCN(C(c4ccccc4)c4ccccc4)CC3)C2=O)no1 (stereo not given) | -2
CCC(c1nnnn1CS(=O)(=O)c1ccc(C)cc1)N1CCN(c2nc3ccccc3s2)CC1 (stereo not given) | 0.3
CCCNC(=O)c1cc(S(=O)(=O)N2CCc3ccccc32)ccc1F | 0.93
Cc1[nH]n(-c2ccccc2)c(=O)c1-c1cccc(Cl)c1 | -0.073
COCCN(Cc1cc2cc3c(cc2[nH]c1=O)OCO3)C(=O)c1cccs1 | 0.25
CCC1CCC2(CC1)NC(CO)(CO)CO2 (stereo not given) | 0.89
CCOc1ccc(CC(=O)NNC(=S)NC2CCCCC2)cc1OCC | 0.2
O=C(c1cc(-c2ccc(Cl)c(Cl)c2)on1)N1CCCC1 | -1.3
Cc1ccc(/C=N/n2c(C)nnc2C)s1 | -0.075
COc1ccc(C(=O)N=c2sc3c(C)ccc(OC)c3n2C)cc1 | -2.8
O=C(/C=N/O)Nc1ccc(F)cc1 | 0.38
CCOc1ccc(C(=O)Nc2cc(C)c3c(=O)oc4ccccc4c3n2)cc1 | 0.21
CC1CCCN(C(=O)C2CCN(S(=O)(=O)c3cccc4cccnc34)CC2)C1 (stereo not given) | -3.4
CCOC(=O)N1CCC(NC(=O)C(CC(C)C)NC(=O)C2CCCCC2)CC1 (stereo not given) | 0.02
CCOC(=O)/C(C#N)=C1/C=Cc2ccccc2N1CC | -0.62
COc1ccc(CCN2C(=O)CC(N3CCN(c4ccccn4)CC3)C2=O)cc1OC (stereo not given) | 0.39
O=C(OCc1ccc2c(c1)OCO2)c1cccc(S(=O)(=O)N2CCCCC2)c1 | -4.4
CCc1nc(SCc2cccnc2)c2c(=O)n(C)c(=O)n(C)c2n1 | -0.59
CCOc1ccc2nc(SC(C)C(N)=O)[nH]c2c1 (stereo not given) | 0.62
COC(=O)c1ccc(C2c3c(oc4ccc(F)cc4c3=O)C(=O)N2CCO)cc1 (stereo not given) | 0.018
O=C(Nc1ccc(N2CCCCC2)c(Cl)c1)c1cccnc1 | -0.82
COc1cc(C2/C(=C(/O)c3ccc(OCC(C)C)cc3)C(=O)C(=O)N2CCN(C)C)ccc1O (stereo not given) | 0.88
CC(=O)N1CC2(CC(=O)OC(C)C)CN(C(C)=O)CC(CC(=O)OC(C)C)(C1)C2=O | 0.056
O=S1(=O)CCOC[C@H](Cc2ccccc2)N1Cc1cccc(Cl)c1 | -0.73
Cc1cccc(NC(=S)NNC(=O)c2csc3c2CCCC3)c1 | -3.5*
CCc1cc2c(NCCC(=O)O)ncnc2s1 | 0.41
Cc1ccc2cccc(OCC(=O)NCc3ccco3)c2n1 | 0.049
Cn1c(SCc2ccccc2)nnc1-c1ccc2c(c1)OCO2 | 0.098
CCn1c(SCC(=O)Nc2ccc(S(=O)(=O)Nc3onc(C)c3C)cc2)nnc1-c1ccccc1 | -0.031
CC(=O)Nc1ccc(S(=O)(=O)N2CCSC2c2ccc(C)cc2)cc1 (stereo not given) | -4.2*
(list continues)
SMILES | Cav3 T inh
CCNc1ccc(Br)cc(C(=O)/C=C/c2ccccc2Cl)c1=O | -2.4
COC(=O)c1[nH]c2cccc(C)c2c1NC(=O)CN1CCN(c2ccccc2OC)CC1 | -2.1
CCCN1C(=O)/C(=C2\SC(N3CCCCC3)=NC2=O)c2ccccc21 | 0.82
O=C(c1ccco1)N1CCN(C(c2ccccc2F)c2nnnn2CC2CCCO2)CC1 (stereo not given) | 0.59
O=C(CSc1nnc(-c2ccccc2O)o1)Oc1ccc(OCc2ccccc2)cc1 | 0.0093
Cc1cc(C(=O)N2CCC(Cc3ccccc3)CC2)ccc1[N+](=O)[O-] | -2.7
CCN1C(=O)N[C@@H](CCc2ccccc2)[C@@H](C(=O)OC)[C@H]1C | -2.6
CC1(C)Cc2c(cnn2-c2ccccc2)C(=O)/C1=N\NC(=O)c1ccncc1 | 0.54
COc1ccc(-c2[nH]nc3c2C(c2ccoc2)C(C#N)=C(N)O3)cc1 (stereo not given) | 1.9
CCOc1ncccc1C(=O)Nc1cccc(C(=O)Nc2cccc(S(=O)(=O)CCO)c2)c1 | 0.24
Cc1oc(-c2ccccc2)nc1CS(=O)CC(=O)N1CCc2ccccc2C1 (stereo not given) | 0.34
Cc1ccc(-c2nc3ncccc3o2)cc1NC(=O)COc1ccccc1 | 0.2
CC(Sc1nnc(-c2ccc(Cl)cc2Cl)n1Cc1ccccc1)C(=O)Nc1nccs1 (stereo not given) | -8.2*
COC(=O)Cc1cc(=O)n(-c2nc3ccccc3s2)[nH]1 | 0.41
COc1ccc(NC(=O)CC2C(=O)N(c3ccc(OC)cc3)C(=O)N2CCN2CCN(C)CC2)cc1 (stereo not given) | -0.49
COc1ccc(NC(=O)Cn2nnc(C(=O)NCc3ccccc3OC)c2N)cc1Cl | -0.053
Cn1ccnc1SCC(=O)Nc1cccc(O)c1 | 1.9
O=C(Nc1cccnc1)c1cccnc1 | 0.27
COc1ccc(OC)c(N(CC(=O)NCc2ccncc2)S(C)(=O)=O)c1 | 0.3
O=C(NC1CCSC1=O)c1ccc(Oc2ccc(F)cc2)nc1 (stereo not given) | -0.049
CC1(C)c2ccccc2N2CCC(=O)NC21/C=C/c1ccco1 (stereo not given) | 0.27
CC(CCc1ccc(O)cc1)N(C)CCc1ccccc1 (stereo not given) | -0.43
CC(C)CCNC(=O)c1cccc(Cl)c1 | 0.16
Cc1ccc(CNC(=O)C(=O)NCCCn2ccnc2)cc1 | 0.27
c1cc2c(cc1C1CCCCC1)c1c3n2CCN=C3CCC1 | -0.28
CCOC(=O)N1CCN(C(=O)CC(C(=O)N2CCc3ccccc32)n2ccnc2)CC1 (stereo not given) | 2
Cc1c(-c2ccc(F)cc2)[n+](=O)c(-c2ccc(F)cc2)c(C)n1[O-] | 0.5
Cc1ccc(-c2csc3ncnc(NCCN4CCOCC4)c23)cc1 | 2.7
O=C1OCCC1Sc1nnc(-c2ccc(O)cc2)o1 (stereo not given) | -0.8
Cc1nn(CC(=O)NCc2cccc3ccccc23)c(=O)c2ccccc12 | 0.75
CCc1cccc(OCCCN2C(=O)NC(C)(C)C2=O)c1 | 0.14
CCCOc1ccc(C(=O)NC(=S)Nc2nc3ccccc3s2)cc1 | 0.34
O=C1NCCCC1C(=O)NCCNC(=O)C(F)(F)F (stereo not given) | 0.76
O=C(c1cccs1)n1nc(-c2ccc(Cl)cc2)nc1NCc1ccco1 | -3.4
Cn1c(=O)c2c(nc(N3CCCCCC3)n2CC(=O)c2ccc(Br)cc2)n(C)c1=O | 0.69
O=C(O)c1ccc(CS(=O)c2cccc(C(F)(F)F)c2)o1 (stereo not given) | -0.98
COc1ccccc1/C=C1\NC(=S)N(CC2CCCO2)C1=O (stereo not given) | -0.28
CC(C)C(NC(=O)OCc1ccccc1)C(=O)O (stereo not given) | 1.7
COc1ccc(NC(=O)C2CCCN(S(=O)(=O)c3ccc(C)cc3)C2)cc1OC (stereo not given) | 0.65
Cc1ccc(N(C)C(=O)N2CCN(c3ccccn3)CC2)cc1 | 0.89
c1ccc(N=P(c2nc3ccccc3o2)(N2CCOCC2)N2CCOCC2)cc1 | 0.45
Cc1c(NC(=O)c2cc(CC(C)C)on2)c(=O)n(-c2ccccc2)n1C | -0.01
COc1cc(NC(=O)CN2C(=O)c3ccccc3C2=O)c(C(=O)O)cc1OC | 1
